# Source: PubChem BioAssay
# HT1080 IDH1KD tx = toxicity to HT-1080 IDH1 knockdown cells (counter line); HT-1080 IDH1 knockdown viability, ATP luminescence, 48 h; Potency, µM (highest dose often 46.1 µM), inactives show at the highest dose activity, negative = toxicity, actives largely listed as cytotoxic; hit rate 2% among 360,000; AID 686971;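 note: potency is the fitted concentration of half-maximal effect; 0% = DMSO wells and -100% = cell-free medium wells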
#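 Cytotoxicity counter-line: IDH1KD HT-1080, 48 h, CellTiter-Glo. Curves classed by r2, magnitude and activity.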
# WRN helicase inh = blocks human WRN helicase; Q14191; WRN helicase unwinding, fluorescent forked duplex, kinetic; Potency, µM (titrated, usually from 114 µM), without a hit: top-dose activity change, negative = inhibition, actives largely listed as inhibitors; hit rate 0.46% among 360,000; note: potency is the fitted concentration of half-maximal effect; % is set by controls: 0 for no effect and ±100 for the full control effect; nearly all actives have a fitted effect of over 55% in size
# Target sequence (Q14191 whole entry, looked up): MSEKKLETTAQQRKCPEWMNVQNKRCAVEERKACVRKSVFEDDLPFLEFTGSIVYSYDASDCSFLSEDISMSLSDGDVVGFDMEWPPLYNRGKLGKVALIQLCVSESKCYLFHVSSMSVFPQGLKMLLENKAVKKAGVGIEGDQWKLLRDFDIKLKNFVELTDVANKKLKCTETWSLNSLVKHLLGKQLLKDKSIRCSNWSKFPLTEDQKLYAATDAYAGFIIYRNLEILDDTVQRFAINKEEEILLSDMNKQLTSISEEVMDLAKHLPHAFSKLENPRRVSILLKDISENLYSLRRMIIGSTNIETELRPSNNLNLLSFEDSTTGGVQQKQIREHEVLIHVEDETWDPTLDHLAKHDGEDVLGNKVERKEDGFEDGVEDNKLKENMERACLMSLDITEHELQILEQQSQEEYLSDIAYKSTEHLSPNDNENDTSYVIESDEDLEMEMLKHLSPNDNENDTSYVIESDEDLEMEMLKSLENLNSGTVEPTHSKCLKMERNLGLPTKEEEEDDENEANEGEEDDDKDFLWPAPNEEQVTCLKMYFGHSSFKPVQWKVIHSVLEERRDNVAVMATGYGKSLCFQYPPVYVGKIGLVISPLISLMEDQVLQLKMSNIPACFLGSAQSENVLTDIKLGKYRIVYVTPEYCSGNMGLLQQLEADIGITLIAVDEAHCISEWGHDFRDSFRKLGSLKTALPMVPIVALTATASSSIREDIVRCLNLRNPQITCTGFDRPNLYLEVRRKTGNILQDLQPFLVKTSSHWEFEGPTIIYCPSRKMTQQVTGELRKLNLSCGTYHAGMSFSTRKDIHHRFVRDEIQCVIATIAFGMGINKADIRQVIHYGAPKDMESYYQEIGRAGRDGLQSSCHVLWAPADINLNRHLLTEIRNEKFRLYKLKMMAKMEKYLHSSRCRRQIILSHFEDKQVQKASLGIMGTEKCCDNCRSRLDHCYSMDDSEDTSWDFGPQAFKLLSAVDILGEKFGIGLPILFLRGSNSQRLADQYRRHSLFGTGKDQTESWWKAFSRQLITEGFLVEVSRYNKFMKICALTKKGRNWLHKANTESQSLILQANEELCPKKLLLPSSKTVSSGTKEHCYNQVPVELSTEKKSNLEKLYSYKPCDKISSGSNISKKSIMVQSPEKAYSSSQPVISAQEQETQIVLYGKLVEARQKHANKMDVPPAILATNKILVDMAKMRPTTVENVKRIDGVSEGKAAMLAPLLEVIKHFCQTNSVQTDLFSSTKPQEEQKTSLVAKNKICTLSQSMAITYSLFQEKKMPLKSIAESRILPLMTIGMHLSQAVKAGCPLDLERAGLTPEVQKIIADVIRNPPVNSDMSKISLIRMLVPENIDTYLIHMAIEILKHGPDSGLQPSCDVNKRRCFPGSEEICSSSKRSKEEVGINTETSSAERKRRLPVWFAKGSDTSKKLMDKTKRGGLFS
#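 Kinetic fluorescence helicase assay: unwinding of a quenched forked DNA duplex (100 nM final) with 2 mM ATP final raises red fluorescence (525/598 nm). Compounds sat 15 min at room temperature with 20 nM WRN beforehand.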
# SW480 rerep = DNA re-replication induction in SW480 cells; Potency, µM (highest dose often 46.1 µM), inactives show at the highest dose re-replication activation, most hits filed as activators; hit rate 1.8% among 340,000; SW480 DNA re-replication, Hoechst DNA content imaging, 48 h; note: potency is the fitted concentration of half-maximal effect; % of control where 0% means no effect; nearly all actives have a fitted effect of over 55% in size
#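 SW480 cells exposed to compounds for 48 hr at 37 C, 5% CO2, then Hoechst-stained 40 min. Nuclear DNA content imaged by fluorescence scanning (405 nm excitation, 500-530 nm emission); re-replication scored as increased high-intensity nuclei.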
# MCF10A rereplic = DNA re-replication induction in MCF 10a cells. MCF 10A DNA re-replication, Hoechst nuclear intensity, 48 h. Potency, µM (highest dose often 46.1 µM), for the others: at the highest dose activity, positive = re-replication, usual class: activators. hit rate 2.9% among 350,000. AID 624296; note: potency is the fitted concentration of half-maximal effect; % of control where 0% means no effect; nearly all actives have a fitted effect of over 50% in size
# IL1B secr inh = blocks inflammasome-driven IL-1 beta release; THP-1 LPS/ATP IL-1B secretion, AlphaLISA, 16 h; stronger effect = lower value; activity change, % at 57.5 µM; hit rate 4.7% among 360,000; AID 743279; in the data active = activity change below about -50%; inconclusive = mostly about -30% to -49%; note: % is set by controls: 0 for no effect and ±100 for the full control effect
#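 THP-1 cells pretreated 1 hr with compounds (up to 57.5 uM final), then stimulated with LPS (250 ng/mL final) plus ATP (1.25 mM final); secreted IL-1B measured by AlphaLISA after 16 hr, decreased signal indicating inhibition.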
# KB-3-1 tox = kills parental KB-3-1 adenocarcinoma cells. KB-3-1 viability, CellTiter-Glo ATP luminescence, 72 h. Potency, µM (series often up to 46.1 µM), for the others: top-dose activity change, negative = cytotoxic, most hits filed as cytotoxic. hit rate 1.4% among 400,000. AID 1347075; note: potency is the fitted concentration of half-maximal effect; % is set by controls: 0 for no effect and ±100 for the full control effect; nearly all actives have a fitted effect of over 60% in size
#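 72 h, 37 °C compound treatment of KB-3-1 parental cells; CellTiter-Glo added, 10 min, luminescence read. Data corrected against DMSO-only plates and normalized before curve fitting.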
# ATXN2 expr inh = inhibitors of ATXN2 expression; Potency, µM (titrated, usually from 57 µM), for inactives: top-dose activity change, negative = inhibition, usual class: inhibitors; AID 1745845; HEK-293 ATXN2-luciferase reporter, luminescence, 24 h; hit rate 0.72% among 360,000; note: potency is the fitted concentration of half-maximal effect; % is set by controls: 0 for no effect and ±100 for the full control effect; nearly all actives have a fitted effect of over 55% in size
#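 ATXN2-luciferase reporter cells (luciferase flanked by upstream and downstream ATXN2 gene portions) were treated 24 h at 37 °C with compounds at up to 57 uM. SteadyGlo luminescence gave expression; GF-AFC fluorescence gave viability.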
# HT1080NT lethal = kills 2HG-producing HT-1080-NT fibrosarcoma cells; hit rate 1.6% among 360,000; Potency, µM (highest dose often 46.1 µM), without a hit: top-dose activity, negative = less viability, hits mostly cytotoxic; HT-1080-NT fibrosarcoma viability, CellTiter-Glo ATP luminescence, 48 h;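 note: NT is the 2HG producing partner of a matched IDH1 knockdown line; potency is the fitted concentration of half-maximal effect; 0% = DMSO-treated cells and -100% = media-only wells without cells; nearly all actives have a fitted effect of over 55% in size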
#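 Viability of the 2HG-overproducing fibrosarcoma line after 48 hours of compound exposure at 37 degrees C was determined by luminescence with CellTiter-Glo, and concentration-effect curves were then fitted and categorized.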
# KB-V1 cytotox = KB-V1 MDR subline cytotoxicity; KB-V1 MDR cells viability, CellTiter-Glo, 72 h; Potency, µM (doses to about 46.1 µM), without a hit: top-dose activity change, negative = cytotoxicity, most hits filed as cytotoxic; hit rate 3.4% among 400,000; AID 1347076; note: potency is the fitted concentration of half-maximal effect; % is set by controls: 0 for no effect and ±100 for the full control effect; nearly all actives have a fitted effect of over 60% in size
#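 KB-V1 MDR subline cells in DMEM (phenol-red free, 10% FBS) exposed to compounds in qHTS concentration series for 72 h at 37 degrees C. Viability read by CellTiter-Glo luminescence; concentration-effect curves fitted after normalization and correction.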
# Starred values were filed as active, the others as inactive; ? = inconclusive; / = not tested or not shown; [ ] = dose if it differs, or a comment. Unless noted, calls come from the whole dose curve; as a rule, active = well fitted curve in the direction sought with a large enough effect; inconclusive = small, poorly fitted or top-dose-only effect, or another doubt; inactive = no such curve, though single readings can be large; an effect the other way counts as inactive or inconclusive.
# Each structure is followed by: HT1080 IDH1KD tx	WRN helicase inh	SW480 rerep	MCF10A rereplic	IL1B secr inh	KB-3-1 tox	ATXN2 expr inh	HT1080NT lethal	KB-V1 cytotox
[1] CCOCCCN(C)C1CCN(C(=O)c2oc3ccccc3c2NC(=O)Cc2ccc([N+](=O)[O-])cc2)CC1
→ -27%	-7%	-2%	5%	-26	-5%	-22%	?	9%
[2] CC1(C)CC(N(Cc2ccco2)C(=O)Cc2ccccc2)CCO1 (stereo not given)
→ 11%	2%	0%	-1%	24	8%	-3%	14%	0%
[3] O=C(c1sc(N2CCOCC2)nc1-c1ccccc1)N1CCCCC1
→ 17%	3%	2%	-3%	-6	-14%	-1%	8%	-3%
[4] Cc1ccc(C2=NC3(CCCC3)NC2=S)cc1
→ 6%	8%	1%	12%	52	8%	29%	10%	15%
[5] O=C(Cc1ccccc1[N+](=O)[O-])NCc1ccco1
→ -4%	3%	-4%	2%	19	2%	3%	2%	16%
[6] Cn1c(-c2ccc(F)cc2)cc2onc(-c3ccccc3Cl)c2c1=O
→ 15%	-8%	-9%	0%	?	8%	95%[activator]	7%	-4%
[7] COC(=O)Nc1nnc(Cc2ccccc2)s1
→ 6%	-5%	-5%	-3%	4	4%	-3%	-6%	-2%
[8] CC(=O)N1c2ccc(S(=O)(=O)N3CCC(C(=O)N4CCCCC4)CC3)cc2CC1C (stereo not given)
→ 3%	-1%[57.1 µM]	15%	-1%	19	-13%	-7%	2%	-6%
[9] Cc1c(C)n(C)c2ccc(C(=O)NCCN3CCOCC3)cc12
→ 3%	-1%	-4%	?	-26	9%	0%	15%	1%
[10] Cc1cccc(OCCNC(=S)NC(=O)c2cncc(Br)c2)c1
→ -2%	-32%	-7%	-1%	9	/	-9%	0%	/

# Reprinted: compounds 4–10
# Each structure is followed by: HT1080 IDH1KD tx	WRN helicase inh	SW480 rerep	MCF10A rereplic	IL1B secr inh	KB-3-1 tox	ATXN2 expr inh	HT1080NT lethal	KB-V1 cytotox
[4] Cc1ccc(C2=NC3(CCCC3)NC2=S)cc1
→ 6%	8%	1%	12%	52	8%	29%	10%	15%
[5] O=C(Cc1ccccc1[N+](=O)[O-])NCc1ccco1
→ -4%	3%	-4%	2%	19	2%	3%	2%	16%
[6] Cn1c(-c2ccc(F)cc2)cc2onc(-c3ccccc3Cl)c2c1=O
→ 15%	-8%	-9%	0%	?	8%	95%[activator]	7%	-4%
[7] COC(=O)Nc1nnc(Cc2ccccc2)s1
→ 6%	-5%	-5%	-3%	4	4%	-3%	-6%	-2%
[8] CC(=O)N1c2ccc(S(=O)(=O)N3CCC(C(=O)N4CCCCC4)CC3)cc2CC1C (stereo not given)
→ 3%	-1%[57.1 µM]	15%	-1%	19	-13%	-7%	2%	-6%
[9] Cc1c(C)n(C)c2ccc(C(=O)NCCN3CCOCC3)cc12
→ 3%	-1%	-4%	?	-26	9%	0%	15%	1%
[10] Cc1cccc(OCCNC(=S)NC(=O)c2cncc(Br)c2)c1
→ -2%	-32%	-7%	-1%	9	/	-9%	0%	/

# (cont.)
# Each structure is followed by: HT1080 IDH1KD tx	WRN helicase inh	SW480 rerep	MCF10A rereplic	IL1B secr inh	KB-3-1 tox	ATXN2 expr inh	HT1080NT lethal	KB-V1 cytotox
[11] O=C(CCS(=O)(=O)Cc1ccccc1)N1CCN(Cc2ccccc2)CC1
→ ?	-1%	-6%	10µM*	20	-12%	-23%	19%	?
[12] CCOc1ccc(NC(=O)CN(C)C(=O)c2cc(-c3ccco3)nc3ccccc23)cc1OCC
→ -5%	-4%	-135%[inhibitor]	-17%	-5	0%	-11%	-20%	?
[13] NS(=O)(=O)c1ccc(CNC(=O)c2cc(S(=O)(=O)N3CCOCC3)c(Cl)cc2Cl)cc1
→ 9%	-27%	-65%[inhibitor]	-5%	20	0%	-13%	7%	4%
[14] CCn1ncc(-c2ccnc3cc(C(=O)O)nn23)c1C
→ 13%	-4%[11.6 µM]	-4%	0%	13	8%	1%	3%	5%
[15] COCCn1c(=NC(=O)c2ccc3c(c2)OCCO3)sc2cc(S(N)(=O)=O)ccc21
→ -18%	-9%[11.6 µM]	8%	?	-3	-8%	/	-16%	0%
[16] CC(OC(=O)Nc1cccc(Cl)c1)C(=O)OC1CCCCC1 (stereo not given)
→ 3%	-10%	-4%	0%	2	5%	30%	3%	14%
[17] CN1CCN(C(=S)NC(=O)/C=C/c2ccccc2)CC1
→ ?	9%	5%	-11%	-11	-1%	5%	?	24%
[18] CC(C)c1ccc(NC(=O)C2Cc3c(-c4ccco4)ccnc3O2)cc1 (stereo not given)
→ ?	0%[57.1 µM]	/	/	?	-27%	-5%	?	21µM*
[19] O=C1CCC/C=C/C[C@@H](CC(=O)N(CCO)Cc2ccccc2)C(=O)NC[C@H](c2ccccc2)O1
→ -1%	13%	-11%	-5%	-16	0%	-1%	-5%	3%
[20] CC(C)C[C@H]1CN([C@@H](Cc2ccccc2)CN2CCC[C@H]2CN2C(=O)C(=O)NC[C@@H]2Cc2ccc(O)cc2)C(=O)C(=O)N1CCc1ccccc1
→ ?	-2%	/	/	-4	-4%	-11%	-37%	-7%
[21] CCCCNC(=O)c1onc(CSc2ccccc2F)c1C(=O)O
→ -10%	15%	-2%	0%	9	10%	39%	-6%	-25%
[22] CCc1nnc(NS(=O)(=O)c2ccc(N=Cc3c(C)[nH]n(-c4cccc(Cl)c4)c3=O)cc2)s1
→ 4%	?	0%	16%	4	-10%	6%	-2%	8%
[23] Cc1ccc(Nc2nc(-c3sc(C)nc3C)cs2)cc1
→ 1.8µM*	-6%	2.1µM*	?	71	2.3µM*	/	1.5µM*	1.8µM*
[24] CCN(CC)CC(=O)Nc1ccc(-c2ccc(NC(=O)CN(CC)CC)c(OC)c2)cc1OC
→ ?	-26%	?	?	-16	-25%	4%[11.3 µM]	?	?
[25] C=CCn1c(SCC(=O)NCC2CCCO2)nnc1-c1ccccc1 (stereo not given)
→ 11%	-10%	-12%	?	20	1%	/	1%	12%
[26] O=C(COC(=O)c1cc([N+](=O)[O-])ccc1N1CCOCC1)c1ccc(Br)cc1
→ -26%	0%	20%	15%	?	?	-12%	-3%	?
[27] COC(=O)C[C@@H]1CC[C@@H](NC(=O)C2CCC2)[C@@H](CO)O1
→ 6%	-6%	/	/	2	6%	/	0%	-10%
[28] C[N+]1(CC(=O)OCCCc2ccccc2)CCCCC1
→ 7%	-4%	-15%	5%	34	6%	11%[11.3 µM]	11%	25%
[29] CC1(C)SC(=Nc2ccccc2)N(S(=O)(=O)c2ccccc2)C1=O
→ 12%	8%	3%	-9%	3	3%	-4%	13%	10%
[30] Nc1nc(N2CCN(c3ccccc3)CC2)n[nH]1
→ 14%	-21%	-7%	8%	18	8%	11%[11.3 µM]	14%	28%
[31] CCNc1ccc(C(=O)OCC)cc1NC(=O)c1cc(S(=O)(=O)N2CCOCC2)ccc1C
→ 4%	-14%	-2%	-5%	-7	-6%	17%	-2%	-30%
[32] N#C/C(=C\c1ccc(-c2ccccc2[N+](=O)[O-])o1)C(=O)Nc1nc(-c2cccs2)cs1
→ ?	?	32%	?	-4	4%	5%	-8%	-9%
[33] O=C(c1sc2cccc(F)c2c1Cl)N1CCN(c2ncccn2)CC1
→ 3%	6%	2%	16%	6	-1%	-14%	1%	-12%
[34] CCN(CC)C1=CC(=O)OC12CCCCC2
→ 1%	9%	-11%	1%	9	-14%	-9%	5%	7%
[35] CCCOc1ccccc1NC(=O)CC1Nc2ccccc2NC1=O (stereo not given)
→ ?	-15%	9%	3%	-9	-21%	-25%	-2%[9.24 µM]	-30%
[36] Cc1cc(N2CCN(C)CC2)nc2ccc(NC(=O)c3ccc4c(c3)OCO4)cc12
→ ?	-36%	27%	?	-54*	7.3µM*	91%[activator]	?	-2%
[37] O=C(Cn1ncc2c([nH]c3ccccc32)c1=O)NCCc1ccc(Cl)cc1
→ 0%	-4%	-6%	-1%	-9	-3%	/	-3%	-9%
[38] CCCCSC1=C(C#N)C(c2ccccc2C)CC(=O)N1 (stereo not given)
→ 7%	0%	-15%	-3%	-3	?	?	0%	-27%
[39] COc1cccc(NC(=S)NCCC(c2ccccc2)c2ccccc2)c1
→ -23%	-9%	-2%	?	8	-17%	-19%	-20%	0%
[40] CCN(CC)CCN(C(=O)c1ccc2ccccc2c1)c1nc2ccc(F)cc2s1
→ -3%	0%	29%	1%	17	-1%	1%	-7%	10%
[41] Cc1cc(C)n(C(=O)CCCCCCCC(=O)n2nc(C)cc2C)n1
→ 5%	-1%	-6%	22%	15	5%	5%	0%	-6%
[42] C/C(=C\C(=O)c1cccnc1)Nc1ccc(C(=O)O)cc1
→ 8%	1%	-21%	0%	7	5%	/	1%	3%
[43] CCCCOCCCNC(=O)c1cccs1
→ -4%	-12%	-30%	?	?	-9%	2%	1%	-23%
[44] Cc1ccc(C)c(NC(=O)CCN2CCc3ccccc3C2)c1
→ 2%	-5%[57.1 µM]	-32%[inhibitor][1.84 µM]	?	18	5%	-2%	0%	10%
[45] CSCCC(NS(=O)(=O)c1ccc(C)cc1)C(=O)NC1CCCCCC1 (stereo not given)
→ 7%	5%	-4%	4%	0	-1%	6%	0%	0%
[46] COc1ccc(C(C)(C)C)cc1NC(=O)CCN1C(=O)NC(C)(C)C1=O
→ 0%	-2%	3%	-3%	0	1%	/	-3%	-20%
[47] Cc1cc(C)c(S(=O)(=O)N2CCN(C(=O)c3cc(=O)[nH]c4ccccc34)CC2)c(C)c1
→ -4%	2%	1%	2%	-13	7%	-2%	-5%[9.24 µM]	8%
[48] Cc1cccc2cc(CN(CCN3CCOCC3)C(=O)Nc3ccccc3F)c(=O)[nH]c12
→ 0%	5%	1%	4%	-9	21%	-2%	5%	4%
[49] CC1=CCC2C(=O)N(c3ccccc3OC(=O)c3ccccc3F)C(=O)C2C1 (stereo not given)
→ 4%	-6%	-6%	14%	27	7%	4%	13%	20%
